Screening data from PubChem BioAssay.
Pyk2 oligo antag: antagonists of human Pyk2 oligomerization. Q293 cells, Pyk2 FERM NanoBiT luminescence; stronger effect = lower value. z-score (the deposit names both 25 µM and 10 µM). 99,000 compounds, 0.83% hits. Q14289;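 active means Z-score of -3 or lower, scaled per plate to the spread of control and sample wells; inactive means z-score above -3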;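 further: negative z-score means lost luminescence so less FERM oligomerization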
Target sequence (Q14289 whole entry, looked up): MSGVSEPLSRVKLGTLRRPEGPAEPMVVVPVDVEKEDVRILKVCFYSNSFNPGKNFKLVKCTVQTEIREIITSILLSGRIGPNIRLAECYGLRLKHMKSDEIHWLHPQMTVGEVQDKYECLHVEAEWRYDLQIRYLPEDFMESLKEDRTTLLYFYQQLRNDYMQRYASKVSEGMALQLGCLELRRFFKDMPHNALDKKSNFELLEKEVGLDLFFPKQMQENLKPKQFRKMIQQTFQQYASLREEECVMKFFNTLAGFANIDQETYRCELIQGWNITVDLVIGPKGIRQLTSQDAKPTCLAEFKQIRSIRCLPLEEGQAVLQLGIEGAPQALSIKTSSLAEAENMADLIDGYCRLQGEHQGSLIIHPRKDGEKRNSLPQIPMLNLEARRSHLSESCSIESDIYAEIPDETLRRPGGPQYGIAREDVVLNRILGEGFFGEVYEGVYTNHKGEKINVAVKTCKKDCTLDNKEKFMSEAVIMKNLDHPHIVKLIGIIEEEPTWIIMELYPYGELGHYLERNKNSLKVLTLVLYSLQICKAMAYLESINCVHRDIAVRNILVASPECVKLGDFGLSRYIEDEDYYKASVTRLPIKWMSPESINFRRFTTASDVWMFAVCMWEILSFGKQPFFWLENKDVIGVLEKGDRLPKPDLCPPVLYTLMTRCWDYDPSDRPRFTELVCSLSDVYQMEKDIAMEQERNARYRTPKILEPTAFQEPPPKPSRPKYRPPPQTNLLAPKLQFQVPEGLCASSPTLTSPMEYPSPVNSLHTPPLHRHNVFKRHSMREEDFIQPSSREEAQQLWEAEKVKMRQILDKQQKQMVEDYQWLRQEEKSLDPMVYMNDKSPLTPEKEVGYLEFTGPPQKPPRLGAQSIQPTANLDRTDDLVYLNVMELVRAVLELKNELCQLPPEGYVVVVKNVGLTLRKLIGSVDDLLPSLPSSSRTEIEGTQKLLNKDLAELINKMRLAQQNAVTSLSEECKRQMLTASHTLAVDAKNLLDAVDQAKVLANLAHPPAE
EphB4 antag: blocks human EphB4 binding to ephrin-B2 | P54760 | EphB4 LBD / TNYL-RAW-Alexa532 peptide, fluorescence polarization | inhibition, % at 7 µM | 97,000 compounds, 0.15% hits | AID 720;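 active means inhibition above the screen-wide mean inhibition plus 3 SD, cut at about 15% in these data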;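 further: 0% = DMSO wells and 100% = excess unlabeled TNYL-RAW peptide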
* marks the source's active call; other numbers are inactive results. Not all compounds are listed; rates above refer to the full screens.

SMILES | Pyk2 oligo antag | EphB4 antag
Fc1ccccc1COc1ccc(/C=N/NC(=S)NCc2ccccc2)cc1 | -2.9 | -6
CC(C)NC(=O)c1ccccc1NC(=O)C1COc2ccccc2O1 (stereo unspecified) | -0.23 | 7
O=C(Cn1nnc(-c2cccs2)n1)N1c2ccccc2Sc2ccc(C(F)(F)F)cc21 | -0.31 | 0
COC(=O)c1ccc(NC(=O)C2CCCN2S(=O)(=O)c2ccc(OC)cc2)cc1 (stereo unspecified) | 0.74 | 4
O=C1CC(Cc2ccc(Cl)cc2)C(=O)N1c1ccncc1 (stereo unspecified) | -0.37 | -5
Cc1ccnc(NC(=O)c2ccccc2NC(=O)C(C)(C)C)c1 | 0.07 | -2
CCOC(=O)C(C(=O)OCC)C1CCS(=O)(=O)C1 (stereo unspecified) | 0.4 | 4
Cc1nn(-c2cc(C)c3ccccc3n2)c2c1C1C(C2)C1(C)C (stereo unspecified) | -0.44 | 0
CCOc1ccc(N2C(=O)CC(N3CCN(c4ccc(C(=O)c5ccncc5)cc4)CC3)C2=O)cc1 (stereo unspecified) | 0.96 | 2
CN(C)CC1CCCCC1C1(O)c2ccccc2CSc2sccc21 (stereo unspecified) | 1 | -2
CCN(CC)CCNC(=O)C(C)c1nn(CC)c(=O)c2ccccc12 (stereo unspecified) | -0.84 | -2
CSc1nnc2c(n1)c(C)nn2-c1ccc(C)cc1 | -0.93 | -2
CCC(NC(=O)C1CCC1)c1ccc(C)cc1 (stereo unspecified) | -0.86 | -5
CCC(C)N1CCCC1C(=O)Nc1c(C)cc(C)cc1C (stereo unspecified) | -0.71 | 14
Cc1ccc(C(=O)NCCCN2CCOCC2)cc1 | 0.1 | 6

SMILES | Pyk2 oligo antag | EphB4 antag
C=C(C)C1CC=C(C)/C(=N/NC(=O)COc2cccc3ccccc23)C1 (stereo unspecified) | 0.6 | 11
Nc1c(Sc2ccccc2)c(=O)[nH]c(=O)n1Cc1ccccc1 | 0.59 | -9
CCOC(=O)C(C)n1cnc2c1c(=O)[nH]c(=O)n2C (stereo unspecified) | 1.5 | -1
CCn1nnnc1SCC(=O)c1ccc(C)cc1 | 0.84 | 6
Brc1ccc(-c2noc(CCc3ccccc3)n2)cc1 | -0.28 | -2
Cc1ccc(C(=O)COC(=O)c2cccs2)cc1 | -0.01 | 4
CCC(=O)Nc1nnc(SCc2ccc(F)cc2)s1 | -0.57 | -3
CCCn1nc(C(=O)OCC(=O)c2ccc3c(c2)NC(=O)CO3)c2ccccc2c1=O | 2.6 | -7
CC(=O)C1=C(O)C(=O)N(Cc2cccnc2)C1c1ccccc1 (stereo unspecified) | 0.01 | 4
CC1=CC(C)(C)N(C(=O)CN2C(=O)c3ccccc3C2=O)c2ccc(C)cc21 | -1.3 | -6
COc1c2c(nc3occc13)C(CC=C(C)C)(OC)C(O)CC2 (stereo unspecified) | 0.3 | 1
COc1ccc(NC2CS(=O)(=O)CC2NCc2ccccc2)cc1 (stereo unspecified) | 1 | 1
Cc1cc2n(c(=O)c1C#N)CCCN2c1cccc(Cl)c1 | -0.15 | 2
CCc1c(C)nc2ncnn2c1Nc1ccc(C)c(C)c1 | 0.44 | -5
O=C(CSCC(=O)NC1CC1)Nc1ccc2ccccc2c1 | -0.07 | -8

SMILES | Pyk2 oligo antag | EphB4 antag
CCC(=O)N(Cc1ccco1)c1nc(-c2ccc(OC)cc2)cs1 | 0.76 | 4
N#CCCCSc1nnc(Cc2ccc3c(c2)OCO3)o1 | 0.16 | 3
Cc1ccc(OCC(=O)Nc2oc(-c3ccccc3)c(-c3ccccc3)c2C#N)cc1 | -1.3 | 4
CCOC(=O)CN1N=C(/C=C/c2ccccc2)CCC1=O | 1.7 | 5
Cc1ccc(Nc2ccccc2)cc1 | -1.1 | -6
CCOC(=O)c1cnn(Cc2ccccc2)c1N | -0.13 | 5
Cc1c(NC(=O)CSc2ncn[nH]2)c(=O)n(-c2ccccc2)n1C | 0.94 | -3
CCOC(=O)C1=C(N)OC2=C(C(=O)CC(C)(C)C2)C1c1cccs1 (stereo unspecified) | -0.46 | -4
COc1ccc(CNC(=O)C2CCCN2S(=O)(=O)c2ccc(Cl)cc2)cc1 (stereo unspecified) | 0.17 | -5
COCCNC(=O)Cn1cc(C(=O)c2cccs2)c2ccccc21 | -0.12 | 3
CC(=O)c1cccc(NC(=O)C2CCN(S(=O)(=O)c3ccc(C)cc3)CC2)c1 | -0.49 | 2
CC(O)c1nc2ccccc2n1CCOc1ccccc1 (stereo unspecified) | 0.56 | 4
Cc1cc(C)nc(N(C#N)CCOc2ccc(Cl)cc2)n1 | -4.2* | 3
Cn1c(=O)c2c(nc(CN3CCN(c4ccccc4F)CC3)n2CCCc2ccccc2)n(C)c1=O | -0.91 | 2
Cc1cc2n(n1)SC(Nc1cccc3ccccc13)N2 (stereo unspecified) | -2.6 | 4

The final five compounds of the section above are carried over, then new ones follow.
The line under a structure holds: Pyk2 oligo antag	EphB4 antag
CC(=O)c1cccc(NC(=O)C2CCN(S(=O)(=O)c3ccc(C)cc3)CC2)c1
 : -0.49	2
CC(O)c1nc2ccccc2n1CCOc1ccccc1 (stereo unspecified)
 : 0.56	4
Cc1cc(C)nc(N(C#N)CCOc2ccc(Cl)cc2)n1
 : -4.2*	3
Cn1c(=O)c2c(nc(CN3CCN(c4ccccc4F)CC3)n2CCCc2ccccc2)n(C)c1=O
 : -0.91	2
Cc1cc2n(n1)SC(Nc1cccc3ccccc13)N2 (stereo unspecified)
 : -2.6	4
COc1ccc(N/C=C/C(=O)c2ccc(C)cc2)c([N+](=O)[O-])c1
 : -0.63	9
Clc1ccc(CSc2ncn(-c3ccccc3)n2)cc1
 : -0.49	3
CC1CCN(S(=O)(=O)c2ccc(S(=O)(=O)NCc3ccco3)cc2)CC1
 : 0.2	5
COc1ccc(NC(=O)N2CCCC(C(=O)NC(C)C)C2)cc1 (stereo unspecified)
 : -0.92	-1
CCOc1ccc(N2C(=O)CC(NC3CCCCNC3=O)C2=O)cc1 (stereo unspecified)
 : 0.63	5
CCOC(=O)c1cnc2ccc(C)cc2c1NCCO
 : 1.6	5
O=C1CCCc2nn(-c3ccccc3)nc21
 : -0.32	-5
O=C1CCCC2=C1C1c3ccccc3C(=O)N1c1ccc(C(=O)c3ccccc3)cc1N2 (stereo unspecified)
 : -1	-2
COC(=O)CN1C(=O)Nc2ccc(Br)cc2C1c1ccccc1 (stereo unspecified)
 : -0.16	-4
NC(=O)c1sc2nc3c(c(-c4cccnc4)c2c1N)CCC3
 : -0.36	1
CCC(C)NC(=O)c1ccccc1NC(=O)c1ccccc1N(C)S(C)(=O)=O (stereo unspecified)
 : 0.98	-5
Cc1cc(C)cc(OCc2nc3ncc(Br)cc3[nH]2)c1
 : -0.01	7
Cn1c(SCC(=O)NCC2CCCO2)nc2c([nH]c3ccccc32)c1=O (stereo unspecified)
 : -0.77	2
CC(=O)C(=Nc1ccccc1Cl)NNc1ccc(Cl)cc1
 : -0.45	-5
CCCCN(C(=O)Cn1nnc2ccccc21)C(C(=O)NCCOC)c1cccs1 (stereo unspecified)
 : -0.3	3

Compound profiles (already shown):
Record of Clc1ccc(CSc2ncn(-c3ccccc3)n2)cc1 = Pyk2 oligo antag: -0.49; EphB4 antag: 3
Record of Cn1c(SCC(=O)NCC2CCCO2)nc2c([nH]c3ccccc32)c1=O (stereo unspecified) = Pyk2 oligo antag: -0.77; EphB4 antag: 2

Next records.
The line under a structure holds: Pyk2 oligo antag	EphB4 antag
Clc1ccccc1-c1nnc2sc(-c3ccccn3)nn12
 : -0.28	-6
COc1cccc(C(=O)Nc2cccc(C(=O)NC3=NN(c4c(Cl)cc(Cl)cc4Cl)C(=O)C3)c2)c1
 : -1.4	5
O=C1C2CC=CCC2C(=O)N1CNc1ccccc1 (stereo unspecified)
 : -0.05	3
Cc1cccc(Nc2nc(-c3cccs3)cs2)n1
 : -0.11	-1
Cc1ccc(SCCC(=O)NC(C)C)cc1
 : 1.5	-2
Cc1nc2ncnn2c(N2CCN(C(=O)c3cccc(F)c3)CC2)c1C
 : 0.78	-7
Cc1ccc(S(=O)(=O)N(CC(=O)N2CCCCC2)c2cccc(C)c2)cc1
 : 0.42	-4
CCn1c(NC)cc(=O)n(C)c1=O
 : 0.32	0
Cc1c(-c2ccccc2)[n+](=O)c2c(n1[O-])CCC2
 : 0.21	3
COc1ccc(CCNS(=O)(=O)c2ccc(C3CNC(=O)C3)cc2)cc1OC (stereo unspecified)
 : 0.27	3
COc1ccc(-n2cnc3cc(NS(=O)(=O)c4ccccc4)ccc32)cc1
 : -2.3	0
Cc1c(Cl)cccc1NC(=S)NCc1ccccc1
 : -0.2	13
O=C(CSc1nnc(-c2ccncc2)n1Cc1ccco1)N1c2ccccc2Sc2ccc(Cl)cc21
 : -0.27	6
CCCCCCCCC(=O)NC(NC(=S)N1CCOCC1)C(Cl)(Cl)Cl (stereo unspecified)
 : -0.04	-6
Cn1c(N2CCN(C(=O)Nc3ccc(F)cc3)CC2)nc2ccccc21
 : 0.78	7

The line under a structure holds: Pyk2 oligo antag	EphB4 antag
Cc1ccc(C(C(=O)NC2CCCCC2)N(Cc2ccco2)C(=O)Cn2cnc3ccccc32)cc1 (stereo unspecified)
 : -1.1	11
CC1(C)CC2CC(C)(CN2S(=O)(=O)c2cccc(N)c2)C1 (stereo unspecified)
 : -1.1	4
COc1ccc(Cc2nnc(NC(=O)Cn3cnc4c3c(=O)n(C)c(=O)n4C)s2)cc1
 : 1.8	0
CCN1C(=O)C(CC(=O)Nc2c(C)cccc2C)SC1=Nc1ccc(S(N)(=O)=O)cc1 (stereo unspecified)
 : 0.86	13
COc1ccc(OCC(O)Cn2ccnc2C)cc1 (stereo unspecified)
 : 0.27	1
CC(c1nc2ccccc2o1)N1C(=O)c2ccccc2C1=O (stereo unspecified)
 : -0.72	3
CCn1c(Cc2c(C)[nH]c3ccccc23)nnc1SCC(=O)NCc1ccco1
 : 2.3	0
CCOC(=O)N1CCN(c2cc(=O)n(Cc3ccc(F)cc3)c(=O)[nH]2)CC1
 : 1.2	4
O=C(Nc1ccccc1C(=O)N1CCCC1)c1ccccc1
 : 0.64	-1
COc1ccccc1C(=O)Nc1cccc(SC)c1
 : 0.24	2
CC1=CN2C(=NC(=O)CC2(C)C(=O)N(CC(=O)NC2CCCC2)c2ccccc2C)C=C1 (stereo unspecified)
 : -0.46	-7
O=C1C2CC=CCC2C(=O)N1Cc1ccccc1 (stereo unspecified)
 : 0.31	2
Clc1ccc(-c2nnc(SCc3nc4ccccc4[nH]3)o2)c(Cl)c1
 : 1.2	4
O=C(CCN1CCOCC1)c1ccc2c(c1)OCCO2
 : 0.2	2
O=C1CC(N2CCCCC2)C(=O)N1c1ccccc1 (stereo unspecified)
 : 0.48	2

The line under a structure holds: Pyk2 oligo antag	EphB4 antag
CCn1c(CCNC(=O)c2cccs2)nnc1SCC(=O)Nc1nc(-c2ccccc2)cs1
 : -3	0
CCOC(=O)NCc1ccc(S(=O)(=O)Nc2ccc(C)cc2)cc1
 : 3.1	-6
CCCNC(=O)c1ccccc1NS(=O)(=O)c1ccc(OC)c(OC)c1
 : -0.2	0
CC1CCCCC1NC(=O)C(=O)NCC1CCCO1 (stereo unspecified)
 : 2.9	-8
Cc1ccc(-n2nnnc2-c2cnoc2-c2cccc(F)c2)cc1
 : -0.8	0
CCC(=O)Nc1ccc2nc(C)n(Cc3ccccc3Cl)c(=O)c2c1
 : -0.38	6
CCOC(=O)CSc1nc(C)c2ccc(C)cc2n1
 : 0.91	2
CCCCC(=O)NC(=S)NNC(=O)CC
 : -0.15	2
CCNC(=O)Cn1cc(C#N)c2ccccc21
 : 0.07	9
Cc1cccc(NC(=O)CSc2nc(N)cc(N)n2)c1
 : 0.35	-2
CCc1ccc(NC(=O)CSc2nc3n[nH]c(C)c3c(=N)n2-c2cccc(OC)c2)cc1
 : -1.6	-2
Cc1ccc(N2CC(C(=O)Nc3ccccc3C(=O)NC3CCCCC3)CC2=O)cc1C (stereo unspecified)
 : 0.14	2
Cc1onc(-c2ccccc2Cl)c1C(=O)Nc1sc2c(c1C(N)=O)CCC(C)C2 (stereo unspecified)
 : -1.8	8
O=C(Nc1ccc2nc(-c3ccco3)c(-c3ccco3)nc2c1)NC1CC1
 : -0.13	-4
Cc1cc(NC(=O)CCCC(=O)N(c2ccccc2)C(C(=O)NC2CCCCC2)c2cccs2)no1 (stereo unspecified)
 : 1	-11

The line under a structure holds: Pyk2 oligo antag	EphB4 antag
O=C(Nc1cccc(F)c1)NC1(C(=O)N2CCN3CCCC3C2)CCCCC1 (stereo unspecified)
 : 1.4	-4
Cc1ccc2ccc(C3C(=O)c4ccccc4C3=O)nc2c1
 : 0.43	3
COc1ccc2cc(CCNC(=O)CC(C)(C)C)c(=O)[nH]c2c1
 : 1.6	-9
Cc1cccc(N2CCc3c2nc2ccc(Br)cc2c3N)c1
 : -1.1	8
CCc1cc2cc(C(=O)Nc3ccc(F)cc3)sc2s1
 : 1.7	1
O=C(O)C1CCCN1S(=O)(=O)c1ccccc1 (stereo unspecified)
 : 0.91	3
CCCCNC(=O)C1CCN(c2nc(OC)nc(OC)n2)CC1
 : 1.1	-4
N#CC(c1ccc(O)cc1)N1CCOCC1 (stereo unspecified)
 : 1.7	-8
C#CCN(C)CC/C=C1\c2ccccc2CSc2ccccc21
 : -0.41	-1
CCOc1ccc(-c2nnn(CC(=O)NCc3ccc4c(c3)OCO4)n2)cc1
 : 0.49	0
CCn1cc([N+](=O)[O-])c(C(=O)N2N=C(c3ccc4ccccc4c3)CC2c2ccccc2O)n1 (stereo unspecified)
 : -1.3	5
COc1ccc(S(=O)(=O)N2CCC(C(=O)Nc3ccc(OC)c(OC)c3)CC2)cc1C
 : -0.56	1
